From PubChem
aDG glyco act: activators of alpha-DG glycosylation, primary screen, uHTS, Pro5-aDG cells, AlphaScreen; activation, % at 10 µM; alpha-DG glycosylation AlphaScreen (IIH6); 0% Pro5, 100% B10-LARGE cell signal; 0.22% of 360,000 active;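 active = activation of at least 8% versus controls, or a plate z-score of at least 8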;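 note: Pro5 are CHO cells carrying HIG-tagged alpha-DG that lacks glycosylation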
MC4R barr agon: MC4R agonists recruiting beta-arrestin, primary screen, cell-based, luminescence, agonist arm of biased-ligand search; AID 540308, 2011; U2OS MC4R beta-arrestin complementation; percent of melanotan II response, DMSO zero; Melanocortin receptor 4 (Homo sapiens), P32245; activation, % at 8.9 µM; 0.98% of 360,000 active;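 active = activation above a per-plate cutoff, the mean activation of sample wells on that plate plus 3 SD, cut at about 8% in these data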
Target sequence (P32245 whole entry, looked up): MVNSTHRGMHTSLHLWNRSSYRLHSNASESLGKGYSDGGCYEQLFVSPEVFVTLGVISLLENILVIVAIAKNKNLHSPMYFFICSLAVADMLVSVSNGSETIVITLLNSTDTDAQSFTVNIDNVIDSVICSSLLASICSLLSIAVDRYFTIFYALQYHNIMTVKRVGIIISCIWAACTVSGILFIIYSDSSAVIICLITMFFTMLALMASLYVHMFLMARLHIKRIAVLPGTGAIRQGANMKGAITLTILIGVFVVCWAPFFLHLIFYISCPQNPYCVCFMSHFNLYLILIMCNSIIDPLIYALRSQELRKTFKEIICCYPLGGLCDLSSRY
ABHD5 PLIN5 PPI: ABHD5-PLIN5 interaction inhibitors, primary screen, cell lysate, split luciferase complementation, luminescence | Split G. princeps luciferase complementation, 4 h | inhibition, % at 4 µM | 0.78% of 360,000 active | AID 602281, 2012;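 active = inhibition above the mean inhibition across every tested compound plus 3 SD, cut at about 22% in these data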;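 note: 0% = DMSO only wells and the 100% control is not disclosed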
H9c2 protect: cardioprotection against H2O2-induced cell death, primary screen, uHTS, H9c2 cells, ATPLite luminescence | protection from H2O2 cell death, % at 20 µM | 0.63% of 360,000 active | AID 588492, 2011 | H9c2 cardiomyocytes, H2O2 injury protection, 2 h;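 active = compounds giving at least 50% protection of heart cells from peroxide-induced death in the single-dose screen, raw or plate-pattern-corrected value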;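 note: 0% = DMSO wells with peroxide and 100% = DMSO wells without peroxide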
MC4R antag cAMP: MC4R antagonists of cAMP signaling, primary screen, cell-based, TR-FRET, antagonist arm of biased-ligand search. MC4R-expressing cells, MTII-stimulated cAMP, LANCE TR-FRET. inhibition, % at 6.5 µM. 0.48% of 360,000 active;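 active = inhibition above its plate's cutoff, the mean of tested wells on that plate plus 3 SD, cut at about 29% in these data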;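 note: 0% = Melanotan II alone and 100% = Melanotan II plus saturating MCL0020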
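material = U2OS cells stably expressing human melanocortin 4 receptor (MC4R) | also added = Melanotan II challenge | dosing = single nominal compound dose of 6.5 µM | detection = TR-FRET with Eu-cAMP and labeled anti-cAMP, 671 nm | replication = singlicate | timing = compound 30 min, challenge 1 h, detection 1 h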
N-glyco inh: increase of ERlucT glycosylation luciferase signal, primary screen, N-linked glycosylation inhibitor project, D54 ERlucT cells, luminescence, set 2; AID 588692, 2011; 0.23% of 360,000 active; reporter increase, % at 12.5 µM; D54 ERlucT glycosylation luciferase reporter, 24 h; percent of 100 nM tunicamycin response;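 active = mean luciferase reporter signal, scaled so untreated is 0 and the glycosylation-blocking control 100, at or above a set limit in every replicate; inconclusive = mean reaches the limit but not every replicate does; inactive = mean below the limit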;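 note: luciferase carries N-glycosylation sites so blocking glycosylation raises the light; 0% = median of neutral control wells and 100% = median of 100 nM tunicamycin wells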
ABCB6 inh 2: ABCB6 transporter inhibitors, primary screen, K562-ABCB6 cells, flow cytometry, MLPCN library; fluorescence ratio to DMSO, % at 10 µM; ATP-binding cassette sub-family B member 6 (Homo sapiens), Q9NP58; K562-ABCB6 porphyrin accumulation, 1 h; stronger effect = lower value; AID 602162, 2011; 0.19% of 360,000 active;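 active = fluorescence ratio to DMSO below 75%, the collection mean minus 3 SD; inconclusive = too few cells collected in the well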;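 note: signal is porphyrin accumulated inside mitochondria; 100% equals median channel fluorescence of DMSO control wells; lower ratio means ABCB6 inhibition with less porphyrin fluorescence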
m5-HT2A agonist: mouse Htr2a agonists via beta-arrestin recruitment, primary screen, cell-based, luminescence | CHO-K1 mHTR2A beta-arrestin complementation; percent of 30 µM serotonin response | activation, % at 7.6 µM | 0.66% of 360,000 active | AID 624169, 2012;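 active = activation above a run cutoff, the mean activation of all tested compounds plus 3 SD, cut at about 14% in these data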;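 note: 0% = plate median of compound wells and 100% = 30 µM serotonin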
Target sequence (P35363 whole entry, looked up): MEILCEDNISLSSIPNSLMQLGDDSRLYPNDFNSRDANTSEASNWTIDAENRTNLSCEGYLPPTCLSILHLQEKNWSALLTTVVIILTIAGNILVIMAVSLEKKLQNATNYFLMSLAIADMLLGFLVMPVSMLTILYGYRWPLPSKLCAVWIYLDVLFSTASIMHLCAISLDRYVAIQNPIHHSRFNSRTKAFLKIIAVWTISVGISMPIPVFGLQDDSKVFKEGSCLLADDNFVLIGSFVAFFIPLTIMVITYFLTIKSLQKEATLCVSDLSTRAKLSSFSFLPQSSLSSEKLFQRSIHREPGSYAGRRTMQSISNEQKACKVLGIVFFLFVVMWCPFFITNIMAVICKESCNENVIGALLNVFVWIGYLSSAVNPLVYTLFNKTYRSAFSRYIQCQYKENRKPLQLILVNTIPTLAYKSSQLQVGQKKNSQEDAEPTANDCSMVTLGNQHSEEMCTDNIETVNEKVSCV
iPSC survival up: enhancers of single-cell hiPSC survival, primary screen, ATPlite luminescence; 100% = ROCK inhibitor wells, 0% = DMSO; survival enhancement, % at 20 µM; 0.044% of 360,000 active; AID 602274, 2012; in the data active = survival enhancement above about 18%;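 note: cells exposed to compounds for 16 hours before the ATP read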
Granule exo inh: LAMP-1 surface exposure blockers, TALL-104 cells – cell-based, flow cytometry, MLPCN library, primary screen; AID 651702, 2012; TALL-104 LAMP-1 surface exposure; cells stimulated with thapsigargin and PMA; 0.66% of 360,000 active; inhibition, % at 10 µM;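 active = inhibition above about 55%, limit read from the data; inconclusive = no clear call, values can overlap the other calls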
* marks the source's active call; other numbers are inactive results; ? = inconclusive; nt = not tested or not shown.

Each structure is followed by: aDG glyco act	MC4R barr agon	ABHD5 PLIN5 PPI	H9c2 protect	MC4R antag cAMP	N-glyco inh	ABCB6 inh 2	m5-HT2A agonist	iPSC survival up	Granule exo inh
O=C(Nc1ccccc1)c1ccc(F)c(S(=O)(=O)N2CCOCC2)c1
  0.1	-0.2	0	4	2	0	93	1	-3.3	5
COc1ccc(/C=C2\SC(=S)N(CC(=O)NC3C=CS(=O)(=O)C3)C2=O)cc1 (stereo not drawn)
  -0.3	-1.1	-5	-4	4	-4	103	4	-0.5	-16
COc1ccc(-c2cc(C(=O)NCc3ccco3)c3ccccc3n2)c(OC)c1
  -0.1	-1.7	3	14	0	3	96	-9	1.2	-4
Cc1cccc(CSc2nnnn2-c2ccccc2)c1
  -0.2	1.7	-1	-17	1	-5	99	1	-0.7	-1
CC(NS(=O)(=O)c1ccccc1Cl)C1CC2CCC1C2 (stereo not drawn)
  0.0	2.4	-1	-13	5	-4	101	1	-0.7	8
CCOC(=O)N1CCN(C(=O)COC(=O)c2ccc([N+](=O)[O-])cc2Cl)CC1
  0.0	-1.4	0	-2	6	0	102	-1	0.5	-18
O=C(CSc1nnc(-c2ccco2)o1)NC(=O)C1COc2ccccc2O1 (stereo not drawn)
  0.0	0.0	2	-8	0	2	106	1	-0.7	-2
COc1ccc2cc3[n+](cc2c1O)CCc1cc2c(cc1-3)OCO2
  0.3	nt	-21	nt	nt	nt	100	0	-0.1	-2
O=C(NC1CC1)C1CCN(C2CCN(C(=O)Cc3ccc4c(c3)OCO4)CC2)CC1
  -0.3	-5.2	0	16	0	2	98	6	-1.6	-1
Cc1sc2nc(SCC(=O)N(C)C)[nH]c(=O)c2c1C
  0.1	-0.5	-1	73*	-5	2	94	10	2.1	-1
CCOC(=O)C1(CCc2ccccc2)CCN(C(=O)c2occc2C)CC1
  0.1	2.1	-7	-7	7	-4	94	-3	-0.3	0
O=C(NCC(O)c1ccccc1)c1ccc(Cl)c(S(=O)(=O)N2CCCCC2)c1 (stereo not drawn)
  0.6	-3.8	-1	-8	3	-4	92	-4	-0.4	10
Cc1ccc(-c2nc(CS(=O)CC(=O)NC3CCCC(C)C3C)c(C)o2)cc1 (stereo not drawn)
  0.2	-1.2	3	-7	-1	3	91	-4	-0.1	29
Cc1ccc2oc(C(=O)Nc3nnc(C)s3)c(C)c2c1
  0.1	-1.4	0	-21	2	0	91	6	-1.4	0
Cc1ccc(F)c(S(=O)(=O)NC(=O)C2(C)CCN2C(=O)COc2ccc(Cl)cc2)c1 (stereo not drawn)
  -0.2	4.0	1	6	-2	2	98	7	3.5	6
CC(=O)Nc1cccc(NC(=O)CCN2C(=O)c3ccccc3S2(=O)=O)c1
  -0.1	1.4	19	8	5	-1	98	0	-0.3	0
Cc1ccc(C(=O)Nc2ccccc2-c2ccccc2)cc1S(=O)(=O)Nc1ccccc1
  0.5	-0.7	-5	5	1	-4	99	6	0.3	-5
O=C(Nc1ccc(F)cc1)C1CCN(c2ncnc3c2nc2n3CCCCC2)CC1
  -0.2	0.9	7	-8	24	9	97	1	-0.7	-11
Cn1c(N)c(S(=O)(=O)NCc2ccc(F)cc2)c(=O)n(C)c1=O
  0.7	-2.8	-4	1	11	-1	100	6	0.1	-3
O=C(NCc1cccs1)c1cccnc1Cl
  0.0	1.8	4	7	8	0	108	1	0.8	-2
Cc1cc(S(=O)(=O)Nc2ccccc2C)ccc1F
  0.6	-1.9	-4	-6	0	-2	90	-8	1.8	-2
CCN(CC)C(=O)CN(c1cccc([N+](=O)[O-])c1)S(=O)(=O)c1ccccc1
  0.2	-3.3	-1	1	4	-1	99	-8	2.1	-4
CCC1CCCCN1CCN1C(=O)C2C(C(=O)Nc3cccc(OC)c3)C3C=CC2(O3)C1C(=O)NC1CCCCC1 (stereo not drawn)
  0.0	-0.4	6	-3	14	-2	90	-1	0.0	7
Cc1ccc(N2C(=S)N=C(Nc3ccccc3C)C23CCOC(C)(C)C3)cc1 (stereo not drawn)
  0.4	5.5	6	5	23	1	94	5	-2.6	-8
Fc1ccc(CSc2nnc(-c3cc4c(s3)-c3ccccc3CC4)o2)cc1
  0.0	2.7	-7	-22	25	1	99	2	2.6	-2
CN=C(Nc1cccc(Cl)c1)SC1CC(=O)N(c2ccc(OC)cc2)C1=O (stereo not drawn)
  0.0	4.0	-4	-3	20	-1	103	-7	0.6	3
Cc1ccc(C(=O)c2c3ccc([N+](=O)[O-])cc3[n+]([O-])n2CCCC(N)=O)cc1
  1.6	-0.9	6	-2	-12	0	99	-1	-3.3	-6
CC(C)NC(=O)C1COc2ccccc2O1 (stereo not drawn)
  -0.2	-3.4	3	-1	15	2	104	0	1.5	4
CCN(CCO)C(=O)CC(c1ccccc1)c1cc(Br)ccc1O (stereo not drawn)
  -0.2	-0.8	2	11	4	-2	94	0	1.5	-1
COc1ccc(N=C2NC(=O)C(CC(=O)NCCc3ccc(OC)c(OC)c3)S2)cc1 (stereo not drawn)
  -0.1	-0.1	-1	0	25	-2	97	4	2.0	1
COc1ccc(N=CC2=C(O)CC(c3ccccc3)CC2=O)c(OC)c1 (stereo not drawn)
  0.6	-1.0	-1	-3	-16	12	103	-2	-2.4	11
CC(NC(=O)C(=O)N1CCCCC1)C(c1cccs1)N1CCN(C)CC1 (stereo not drawn)
  -0.3	0.4	9	-1	1	3	102	-3	0.6	-2
CC(c1cccs1)N(C)Cc1nc(CCc2ccccc2)no1 (stereo not drawn)
  -0.2	-0.8	-10	0	4	0	89	-4	3.6	-2
CC(OC(=O)c1cccc(-n2cnnn2)c1)c1nc2ccccc2c(=O)[nH]1 (stereo not drawn)
  -0.3	-0.2	5	21	3	0	93	4	-0.3	0
COc1ccc(C(=O)OCC(=O)Nc2cc(S(=O)(=O)N3CCOCC3)ccc2N2CCCC2)cc1
  0.4	-1.5	2	8	22	4	102	-1	0.2	?
COc1ccc(CCNC(=S)Nc2cccc(C)c2C)cc1
  0.1	-0.4	-9	-7	-3	-2	104	-2	-1.4	-2
OCCn1c(-c2ccccc2)csc1=Nc1ccccc1
  -0.3	-2.9	-7	-5	5	-6	89	0	0.2	-1
O=c1ncn(-c2cccc([N+](=O)[O-])c2)c2ccccc12
  -0.1	-1.0	-1	0	9	-3	93	3	1.1	-8
CCOc1ccccc1C(=O)N1CCN(C(c2ccccc2)c2ccccc2)CC1
  0.1	3.4	1	-8	23	-11	96	-2	-1.3	-3
CNC(=O)CSc1nnc(-c2cccc(S(=O)(=O)N3CCOCC3)c2)n1-c1ccc(F)cc1
  0.1	-1.0	4	-8	1	0	95	-1	3.7	0

6 compounds already listed, ordered by length of the SMILES, smallest number first.
Each structure is followed by: aDG glyco act	MC4R barr agon	ABHD5 PLIN5 PPI	H9c2 protect	MC4R antag cAMP	N-glyco inh	ABCB6 inh 2	m5-HT2A agonist	iPSC survival up	Granule exo inh
COc1ccc(CCNC(=S)Nc2cccc(C)c2C)cc1
  0.1	-0.4	-9	-7	-3	-2	104	-2	-1.4	-2
CC(c1cccs1)N(C)Cc1nc(CCc2ccccc2)no1 (stereo not drawn)
  -0.2	-0.8	-10	0	4	0	89	-4	3.6	-2
O=c1ncn(-c2cccc([N+](=O)[O-])c2)c2ccccc12
  -0.1	-1.0	-1	0	9	-3	93	3	1.1	-8
COc1ccc(N=CC2=C(O)CC(c3ccccc3)CC2=O)c(OC)c1 (stereo not drawn)
  0.6	-1.0	-1	-3	-16	12	103	-2	-2.4	11
CCOc1ccccc1C(=O)N1CCN(C(c2ccccc2)c2ccccc2)CC1
  0.1	3.4	1	-8	23	-11	96	-2	-1.3	-3
CNC(=O)CSc1nnc(-c2cccc(S(=O)(=O)N3CCOCC3)c2)n1-c1ccc(F)cc1
  0.1	-1.0	4	-8	1	0	95	-1	3.7	0

Following part.
Each structure is followed by: aDG glyco act	MC4R barr agon	ABHD5 PLIN5 PPI	H9c2 protect	MC4R antag cAMP	N-glyco inh	ABCB6 inh 2	m5-HT2A agonist	iPSC survival up	Granule exo inh
O=C(Nc1cccc(-n2cnnn2)c1)c1ccc(Cl)cc1Cl
  0.5	-2.0	-1	0	12	-1	98	-4	0.8	-4
Cc1ccc(C)c(OCCC(=O)NCCc2ccc(F)cc2)c1
  0.4	-1.3	-3	-3	0	nt	94	-4	0.6	2
CCc1ccc(CNC(=O)CCC(=O)n2ncc3cc(C)ccc32)cc1
  -0.1	-1.1	-4	-7	-2	0	101	5	1.0	-1
Cn1c(CSCc2ccccc2Cl)nnc1SCC(=O)Nc1nccs1
  2.4	-0.4	-3	-17	10	-1	95	6	-2.9	2
COCC(=O)N(c1ccccc1)C(C)C(=O)OC (stereo not drawn)
  0.2	1.4	1	10	13	-2	107	-2	-0.4	-2
O=C(CCc1ccccc1)Nc1ccccc1F
  -0.2	-0.7	1	3	8	-4	98	-6	-3.9	-1
Cc1ccccc1C(C(=O)NC1CCCCC1)N(C(=O)c1ccccn1)c1cccnc1 (stereo not drawn)
  -0.1	-1.2	1	-4	-8	3	87	1	0.2	0
COCCNC(=O)CSc1nc2scc(-c3ccccc3)c2c(=O)[nH]1
  0.0	-0.3	-6	0	10	1	100	5	-0.6	-8
O=C(NCCc1ccccc1)C1CCN(S(=O)(=O)N2CCC3(CC2)OCCO3)CC1
  -0.2	0.2	0	0	8	1	99	-3	-0.7	-2
Cc1ccc(-c2nn3nnnc3c3ccccc23)cc1C
  0.2	0.6	6	3	-4	-3	101	7	-1.1	1
CN(Cc1cccc(F)c1)C(=O)c1cc(=O)[nH]c2ccccc12
  0.0	0.9	3	0	3	0	104	-2	0.7	6
Cc1cccc2nc(C(=O)Nc3cccc(C(=O)NC4CC4)c3)cn12
  -0.1	-2.4	5	-7	-2	-3	94	2	-0.4	0
COc1ccc(NC(=O)CN2CCN(C(=O)c3ccco3)CC2)c(OC)c1
  -0.1	-2.1	-4	-2	3	-1	96	0	-1.6	0
